# Compound activity deposited in PubChem by several laboratories.
# Neddyl block: cullin neddylation inhibition; P61081+Q13564; TR-FRET cullin neddylation, biochemical; calls only at 25 µM; 360,000 compounds, 0.58% hits; AID 651699; in the data active = inhibition above about 36%
# SUMO1 PPI mod: modulators of human SUMO1-mediated protein-protein interactions; SUMO1 binding to a labelled peptide, TR-FRET, 1 h; inhibition, % at 20 µM; 360,000 compounds, 0.33% hits; AID 602429; P63165; in the data active = inhibition above about 37%
# Target sequence (P63165 whole entry, looked up): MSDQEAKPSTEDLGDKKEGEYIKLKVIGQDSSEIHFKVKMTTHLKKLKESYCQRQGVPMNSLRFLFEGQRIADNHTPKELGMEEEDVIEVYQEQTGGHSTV
# NadD inh: NadD (S. aureus) enzyme inhibition. purified NadD enzyme, colorimetric absorbance read-out. inhibition, % at 20 µM. 360,000 compounds, 0.78% hits. AID 602399; in the data active = inhibition above about 26%; also: some compounds past the cut are filed as inactive
# LMPTP inh: LMPTP (human) inhibition; recombinant LMPTP-A, OMFP fluorogenic substrate, fluorescence intensity; inhibition, % at 20 µM; 360,000 compounds, 0.22% hits; AID 651560;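 active = compounds that cut the enzyme signal by at least half of the control window in the single-dose screen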;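 also: plate controls were DMSO wells with enzyme plus substrate for no effect and substrate without enzyme for full effect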
# Target sequence (P24666 whole entry, looked up): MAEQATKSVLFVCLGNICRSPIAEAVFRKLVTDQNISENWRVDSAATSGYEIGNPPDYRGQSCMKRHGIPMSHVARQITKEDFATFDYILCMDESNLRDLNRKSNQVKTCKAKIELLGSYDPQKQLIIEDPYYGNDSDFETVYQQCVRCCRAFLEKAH
#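 Assay system: LMPTP-A enzyme. Input: 0.625 nM LMPTP-A final. Probe or stimulus: 400 µM OMFP. Compound dosing: single 20 µM dose. Schedule: 50 min dark incubation at room temperature. Detection: fluorescence intensity of OMFP turnover product. Read-out: percent inhibition versus substrate-only and uninhibited controls. Benchmarks: no-enzyme low control, uninhibited high control.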
# DNMT1 block: blocks human DNA methyltransferase DNMT1 | inhibition (reported as % activation of signal), % at 10 µM | AID 588458 | 360,000 compounds, 0.83% hits | DNMT1 molecular beacon, Hinp1I cleavage, fluorescence; in the data active = inhibition above about 50%
# SKN-1 block: C. elegans SKN-1 inhibition | C. elegans VP596 Pgst-4::GFP/RFP ratio, acrylamide-induced, 24 h | inhibition, % at 21.8 µM | 360,000 compounds, 0.49% hits;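 active = interference check ratio from 0.5 to 1.5 plus GFP to RFP signal ratio inhibition reaching or exceeding a fixed threshold, cut at about 30% in these data, passing the limit was not always enough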; also: some compounds called inactive have numbers as strong as hits
# NRP1-CendR mod: NRP-1/CendR interaction modulation; O14786; FAM-RPARPAR peptide binding to NRP-1, fluorescence polarization; inhibition, % at 25 µM; 360,000 compounds, 0.85% hits;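 active = inhibition or corrected inhibition above about 18%, plus a signal ratio from 0.5 to 1.5, limit read from the data, passing the limit was not always enough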; also: strong numbers were not always called active
# Scp1 inh: inhibitors of human Scp-1 phosphatase | Q9GZU7 | Recombinant Scp1, phosphopeptide, malachite green phosphate absorbance | inhibition, % at 20 µM | 340,000 compounds, 0.88% hits;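 active = inhibition above about 50% at 20 µM, limit read from the data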;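 also: plate controls were DMSO wells with enzyme for no effect and wells lacking enzyme for full effect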
# Target sequence (Q9GZU7 76-261 limits assumed): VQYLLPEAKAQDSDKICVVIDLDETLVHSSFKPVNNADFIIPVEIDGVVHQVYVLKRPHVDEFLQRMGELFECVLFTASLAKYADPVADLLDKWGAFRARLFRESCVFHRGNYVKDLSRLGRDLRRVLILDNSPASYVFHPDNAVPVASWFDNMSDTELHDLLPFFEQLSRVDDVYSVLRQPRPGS
#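 Times: enzyme reaction 45 min at room temperature, colour 5 min, stabilisation 30 min. Material: SCP-1 catalytic fragment, aa 76-261. Medium: Acidic Tris acetate buffer with magnesium and detergent. Signal: colorimetric free-phosphate detection, absorbance 630 nm. Read-out basis: % inhibition of SCP-1 phosphate liberation. Reagent: Phosphorylated 17-residue peptide substrate.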
# STEP inh: blocks human striatal-enriched tyrosine phosphatase; P54829; 360,000 compounds, 0.25% hits; inhibition, % at 20 µM; recombinant STEP, OMFP fluorogenic substrate, fluorescence;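 active = inhibition at 20 µM, scaled per plate between control wells, above about 37%, limit read from the data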;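 also: 0% = DMSO with enzyme and substrate and 100% = substrate only without enzyme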
# Target sequence (P54829 whole entry, looked up): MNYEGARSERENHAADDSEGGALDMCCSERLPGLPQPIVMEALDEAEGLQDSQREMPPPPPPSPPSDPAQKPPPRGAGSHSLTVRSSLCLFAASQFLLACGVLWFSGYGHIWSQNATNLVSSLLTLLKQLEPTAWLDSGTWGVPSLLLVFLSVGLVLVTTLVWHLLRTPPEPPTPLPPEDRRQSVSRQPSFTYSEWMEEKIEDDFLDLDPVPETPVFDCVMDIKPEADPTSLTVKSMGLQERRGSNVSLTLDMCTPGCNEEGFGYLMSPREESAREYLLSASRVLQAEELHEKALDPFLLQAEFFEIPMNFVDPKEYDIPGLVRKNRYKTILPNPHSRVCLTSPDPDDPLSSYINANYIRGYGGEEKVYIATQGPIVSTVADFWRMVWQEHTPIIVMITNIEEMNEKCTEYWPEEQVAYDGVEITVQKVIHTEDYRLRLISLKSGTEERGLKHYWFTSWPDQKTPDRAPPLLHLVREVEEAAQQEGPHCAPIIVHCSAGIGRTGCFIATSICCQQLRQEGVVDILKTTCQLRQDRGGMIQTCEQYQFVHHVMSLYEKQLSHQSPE
#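 System: isolated STEP enzyme; schedule: 20 min enzyme reaction at room temperature, protected from light; medium: Bis-Tris buffer pH 6.0, 2.5 mM DTT, 0.005% Tween 20; signal: fluorescence, 480/540 nm; dosing: single compound dose of 20 µM, 1% DMSO final; also added: OMFP substrate, 25 µM final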
# TbMetRS inhib: blocks T. brucei methionyl-tRNA synthetase activity. inhibition, % at 11.9 µM. purified T. brucei MetRS, ATP depletion, Kinase-Glo luminescence. AID 624268. 360,000 compounds, 0.4% hits;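 active = inhibition above a per-plate cutoff of the control wells' mean inhibition plus 3 SD, cut at about 5.5% in these data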;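 also: 0% = DMSO wells median and 100% = median of wells with control inhibitor compound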
#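 Measured by: Kinase-Glo luciferase luminescence reporting remaining unconsumed ATP. Material: purified T. brucei MetRS enzyme. Doses: 11.9 µM compound single dose, 0.9% DMSO. Medium: HEPES buffer containing pyrophosphatase, BSA, spermine, DTT. Times: 15 min preincubation, 2 h reaction, all 25 °C. Reagent: methionine, ATP and bulk E. coli tRNA.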
# Active calls of the source: *; i = inactive; . = not tested or not shown. An unsorted share of the library. Share with any hit: about 4.6%.
SMILES,Neddyl block,SUMO1 PPI mod,NadD inh,LMPTP inh,DNMT1 block,SKN-1 block,NRP1-CendR mod,Scp1 inh,STEP inh,TbMetRS inhib
CCOC(=O)c1c(-c2cccs2)csc1NC(=O)c1ccco1,i,0.7,4.9,-1.4,6.4,-4.9,-7.8,-6.9,-3.9,0.2
CC(Nc1cccc([N+](=O)[O-])c1)C(=O)Nc1ccc(S(=O)(=O)N2CCCC2)cc1 (centres undefined),i,-13.0,-5.2,0.0,-1.8,1.7,-1.4,-13.3,-0.8,0.7
CCc1ccccc1NC(=O)C1CCN(c2cnccn2)CC1,i,0.6,-0.2,-2.1,0.1,-4.7,7.4,-4.7,0.7,0.1
O=C(O)c1cc2ccccc2[nH]1,i,-0.7,-0.7,2.0,8.5,4.1,-9.5,-1.3,-2.7,-2.2
Cc1ccc(NC(=O)Nc2cnccn2)cc1C,i,-2.3,-2.1,-0.1,-1.4,-5.1,-11.9,-4.1,1.8,-0.1
Cc1ccc(-c2nnn(CC(=O)O)n2)cc1,i,0.1,-1.7,-0.7,2.4,-16.9,-0.8,37.8,1.0,-1.6
O=c1oc(-c2ccccc2)nc2sc3c(c12)CCC3,.,0.8,-3.7,38.2,95.8*,-6.2,-8.0,58.9*,6.0,0.0
O=C(CCN1C(=O)/C(=C/c2cccs2)SC1=S)Nc1ccccn1,i,-7.6,6.4,2.0,-3.3,21.9,-95.1,0.6,-0.7,-0.7
O=C(CC1Nc2ccccc2NC1=O)Nc1cc(Cl)cc(Cl)c1 (centres undefined),i,-0.4,-2.1,1.3,-6.1,3.0,-11.9,-3.8,4.7,-0.4
N#Cc1cccc(NC(=O)CSc2cccc[n+]2[O-])c1,i,-1.1,-0.3,-0.4,1.5,18.9,7.9,-1.0,-0.9,0.2
Cc1cccc(C2(c3cccc(C)c3)CC2C(=O)NCC2CCCO2)c1 (centres undefined),i,2.2,-1.8,-0.9,3.8,2.9,16.1,-3.7,1.7,-0.5
O=C(CCC(=O)OCC(F)(F)C(F)F)Nc1ccc(Cl)cc1,i,3.7,0.3,-2.4,3.4,-5.1,5.4,0.4,-1.9,0.4
CC(=O)c1c(C)nc(-c2ccc(Cl)cc2)nc1N,i,2.7,-2.1,2.1,0.5,5.7,6.0,-5.3,2.0,-0.3
Cc1ccc(-c2ocnc2C(=O)N2CCOCC2)cc1,i,3.6,-6.8,-0.4,0.8,5.0,-5.7,2.2,0.5,-1.4
COc1ccc(NC(=O)CSc2nnc3ccc(-c4ccccn4)nn23)cc1OC,i,-25.9,4.1,-1.2,0.2,10.1,-10.4,-5.7,0.0,-0.2
Cn1ccnc1C(O)c1cccc(OCc2ccccc2)c1 (centres undefined),i,1.3,-3.6,3.6,-0.4,2.4,18.1,-7.5,0.6,0.0
Cc1ccc(NC(=O)CNC(=O)c2ccco2)nc1,i,10.4,1.4,-1.5,1.0,-5.7,10.6,1.0,-1.8,0.3
COc1ccc(C2N(c3cc(Cl)ccc3OC)C(=O)C3CCCN32)cc1OC (centres undefined),i,2.9,3.7,1.0,1.4,-4.8,3.0,-4.1,-2.3,-0.1
O=C(NNC(=O)C1CCCN(c2ncccn2)C1)c1ccc(F)cc1 (centres undefined),i,3.0,4.1,-1.0,5.1,12.9,-4.4,-10.7,1.2,-0.4
CC(=O)c1c(C)[nH]c(C(=O)NCCCN2CCCC2)c1C,i,-2.7,1.8,-0.6,4.5,-2.7,-2.7,-5.9,2.3,-0.1
N#Cc1ccc(Cl)cc1NC(=O)COC(=O)c1cccc(S(=O)(=O)N2CCOCC2)c1,i,-0.1,-8.3,0.2,1.6,3.0,5.2,-2.5,3.3,-0.7
COC(=O)C(Nc1nccs1)(OC)C(F)(F)F (centres undefined),i,4.4,4.3,-0.9,6.0,4.5,14.6,-4.6,24.8,-0.5
Cc1ccc(C(=O)CSc2nnc(CNc3ccc(C)cc3C)n2Cc2ccco2)cc1,i,-1.3,8.1,4.1,-11.2,16.2,7.0,8.7,2.3,-0.3
COCCNC(=O)C(=O)N/N=C/c1ccc(C(=O)OC)cc1,i,-9.8,2.0,-0.1,2.9,5.4,1.5,-6.5,-0.6,-0.1
O=C(CSc1ncccc1C(=O)O)NC12CC3CC(CC(C3)C1)C2,i,-2.8,-2.9,-0.4,6.0,6.5,1.1,8.7,4.0,-0.2

# Ordered by formula weight (high to low): some entries from above.
SMILES,Neddyl block,SUMO1 PPI mod,NadD inh,LMPTP inh,DNMT1 block,SKN-1 block,NRP1-CendR mod,Scp1 inh,STEP inh,TbMetRS inhib
O=C(CCN1C(=O)/C(=C/c2cccs2)SC1=S)Nc1ccccn1,i,-7.6,6.4,2.0,-3.3,21.9,-95.1,0.6,-0.7,-0.7
O=C(CSc1ncccc1C(=O)O)NC12CC3CC(CC(C3)C1)C2,i,-2.8,-2.9,-0.4,6.0,6.5,1.1,8.7,4.0,-0.2
CC(=O)c1c(C)[nH]c(C(=O)NCCCN2CCCC2)c1C,i,-2.7,1.8,-0.6,4.5,-2.7,-2.7,-5.9,2.3,-0.1
Cc1ccc(-c2ocnc2C(=O)N2CCOCC2)cc1,i,3.6,-6.8,-0.4,0.8,5.0,-5.7,2.2,0.5,-1.4
Cc1ccc(-c2nnn(CC(=O)O)n2)cc1,i,0.1,-1.7,-0.7,2.4,-16.9,-0.8,37.8,1.0,-1.6

# Random excerpt: 2 records from the list.
SMILES,Neddyl block,SUMO1 PPI mod,NadD inh,LMPTP inh,DNMT1 block,SKN-1 block,NRP1-CendR mod,Scp1 inh,STEP inh,TbMetRS inhib
O=C(CSc1ncccc1C(=O)O)NC12CC3CC(CC(C3)C1)C2,i,-2.8,-2.9,-0.4,6.0,6.5,1.1,8.7,4.0,-0.2
O=C(O)c1cc2ccccc2[nH]1,i,-0.7,-0.7,2.0,8.5,4.1,-9.5,-1.3,-2.7,-2.2

# (cont.)
SMILES,Neddyl block,SUMO1 PPI mod,NadD inh,LMPTP inh,DNMT1 block,SKN-1 block,NRP1-CendR mod,Scp1 inh,STEP inh,TbMetRS inhib
O=C(CSc1nc2ccccc2c(=O)n1-c1ccc(SC(F)F)cc1)Nc1ccc(N2CCOCC2)cc1,i,0.6,19.3,0.9,-2.2,-8.4,9.2,25.5,-0.4,-0.9
COc1ccc(C2OC(=O)c3ccccc3S2)cc1 (centres undefined),i,0.2,-6.7,0.0,-1.4,22.7,-11.4,-10.3,1.9,1.0
CC(=O)OC1CSc2nc3ccccc3n2C1 (centres undefined),i,-1.0,-1.8,-1.0,-1.8,-16.6,-3.2,-8.0,-3.1,-0.2
CC(=O)c1cccc(NC(=O)Nc2ccc(C(=O)N3CCCC3)cc2)c1,i,-1.9,-0.8,-0.5,2.3,6.8,-7.2,-8.4,-4.4,-0.2
Cc1ccc(N2CC(C(=O)Nc3nnc(SCC(=O)NCC4CCCO4)s3)CC2=O)cc1 (centres undefined),i,-2.9,-4.5,-1.5,0.0,6.7,12.2,-4.7,-0.8,-0.3
O=C(N/N=C/c1ccc(N2CCOCC2)cc1)c1ccccc1OCCOc1ccccc1,.,-13.9,4.7,7.9,-8.6,1.6,-15.8,-1.3,2.3,0.0
COc1cc(NC(=O)c2ccc(NC3=NC4CS(=O)(=O)CC4S3)cc2)cc(OC)c1 (centres undefined),i,0.3,-7.8,0.0,4.5,7.4,2.6,-8.4,-0.1,-0.7
O=C(CCn1ccc([N+](=O)[O-])n1)NC1CCCCCC1,i,-2.0,-4.2,-1.4,-4.7,-0.3,-6.3,0.9,1.7,-0.6
C/C(CC(=O)Nc1ccccc1-c1ccccc1)=N\NC(=O)COc1ccc(C)cc1Br,i,0.0,-3.4,0.9,0.3,11.9,-2.8,5.8,0.4,-1.2
CCCSc1nnc(CSc2nc3nc(C)cc(C)n3n2)o1,i,0.9,1.1,-1.2,-0.8,8.4,-3.5,-10.7,-2.7,-0.4
Cc1cc(C)nc(N/C(=N\S(=O)(=O)Cc2ccccc2)Nc2cccc(Cl)c2C)n1,i,-0.7,-2.1,3.6,0.0,4.7,-9.6,-7.3,7.3,0.4
O=C(COC(=O)CCC(=O)c1ccc(F)cc1)Nc1ccccc1,i,-1.6,-5.8,-0.4,1.6,0.6,-5.5,-4.4,-2.2,-0.1
COCCOC(=O)C1=C(C)NC(=O)NC1c1cccs1 (centres undefined),i,-1.6,8.1,-0.2,0.9,-4.6,5.8,1.1,-0.4,-0.5
C=CCn1cnnc1SCC(=O)N(C1CCCCC1)C1CCS(=O)(=O)C1 (centres undefined),i,5.0,-1.4,0.0,1.7,-2.5,0.0,-3.9,-1.4,-0.2
CCOC(=O)CCSc1n[nH]c(=S)s1,i,-0.3,-4.8,-1.7,1.9,3.3,-1.5,7.4,1.3,0.4
CCn1c(SCC(=O)NC2CCCC2)nnc1-c1ccco1,i,7.5,0.2,0.0,3.3,-10.0,-2.2,-3.0,-3.1,-1.0
CC1CCCCC1NC(=O)Cn1[nH]c(=O)c2ccccc2c1=O (centres undefined),i,3.3,7.2,-0.6,-0.2,-9.7,-4.9,0.0,1.3,-0.4
Cc1ccc2nc(NC(=O)CN3C(=O)C4CC=CCC4C3=O)sc2c1 (centres undefined),i,0.3,-0.3,-1.5,-2.8,4.3,6.2,4.0,-1.1,-1.0
COc1cccc(NC(=S)N(Cc2ccc(C(=O)O)cc2)Cc2ccc(OC)c(OC)c2)c1,i,3.3,3.0,-0.5,1.7,-16.7,6.5,2.6,1.9,-2.0
COc1cc2[nH]c(=S)nc(NCc3ccccn3)c2cc1OC,i,15.1,-2.6,2.5,0.0,11.8,15.1,-3.2,-0.6,-0.4
COc1ccc(C(=O)N2CCCC(C(N)=O)C2)cc1S(=O)(=O)N1CCOCC1 (centres undefined),i,1.2,-3.5,-0.5,4.2,-0.9,11.0,-7.3,-2.3,-0.2
Cc1ccc(N2C(=O)c3ccccc3C2(O)c2ncc[nH]2)cc1 (centres undefined),i,1.2,0.4,-3.0,1.8,-5.3,14.2,9.7,-3.4,-1.0
O=C(CSC1=NCCS1)NC1CCCC1,i,1.0,1.3,1.9,4.2,3.7,6.6,-2.9,-2.5,-0.2
CCOc1ccc(CCNC(=O)c2cccc(S(=O)(=O)N3CCOCC3)c2)cc1OCC,i,4.6,-1.3,-0.7,1.4,-4.7,1.1,-0.6,-1.2,-0.5
O=[N+]([O-])c1cc([N+](=O)[O-])c2n[nH]c(-c3ccccc3)c2c1,i,-12.8,-1.5,1.2,-8.9,-10.5,-4.0,2.7,-2.8,-0.5
O=C(COC(=O)C1Cc2ccccc2CN1C(=O)c1ccccc1Cl)Nc1ccc(N2CCOCC2)cc1 (centres undefined),i,-1.2,10.2,-1.1,-14.3,8.0,6.8,-2.1,-0.4,-0.2
